# tim23-1 inh: inhibits growth of tim23-1 mutant yeast. S. cerevisiae tim23-1 growth, BacTiter-Glo luminescence, 24 h. inhibition, % at 20 µM. 330,000 compounds, 1.3% hits;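 active = growth inhibition of the mutant yeast at or above 50%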;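 note: temperature-sensitive mutant grown at 25 °C; plate controls were DMSO-treated mutant yeast for no effect and medium wells lacking yeast for full effect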
# Mdm2 MdmX PPI: human Mdm2/MdmX binding inhibition. inhibition, % at 8 µM. SaOS-2 split-luciferase Mdm2/MdmX complementation, luminescence. O15151+Q00987. 330,000 compounds, 3% hits;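 active = inhibition of at least 50% at 8 µM in the primary screen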
# APJ agonist: activates the human apelin receptor APJ. P35414. CHO-K1 APJ PathHunter beta-arrestin, luminescence; 0% DMSO wells, 100% apelin. activation, % at 20 µM. 330,000 compounds, 0.11% hits. AID 2520;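 active = activation more than six SD over the plate average, tested at 20 µM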;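 note: 0% = DMSO alone and 100% = apelin-13 at 10 nM; some results filed as inactive read as strong as hits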
# Target sequence (P35414 whole entry, looked up): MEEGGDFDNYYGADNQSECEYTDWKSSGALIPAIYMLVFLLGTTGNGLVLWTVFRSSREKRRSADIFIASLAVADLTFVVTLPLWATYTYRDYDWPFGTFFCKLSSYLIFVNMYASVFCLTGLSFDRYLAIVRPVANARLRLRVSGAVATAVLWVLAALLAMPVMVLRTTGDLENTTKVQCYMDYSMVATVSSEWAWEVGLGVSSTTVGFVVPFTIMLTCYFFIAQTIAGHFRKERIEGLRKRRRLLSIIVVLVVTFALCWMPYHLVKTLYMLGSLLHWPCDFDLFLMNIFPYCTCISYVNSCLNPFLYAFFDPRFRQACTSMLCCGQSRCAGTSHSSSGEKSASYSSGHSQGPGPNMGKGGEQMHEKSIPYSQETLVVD
#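 Test system: CHO-K1 APJ beta-arrestin complementation cell line. Amount: cell density 1000 per well. Controls: DMSO negative, 10 nM Apelin-13 positive. Signal: luminescent beta-gal fragment complementation, chemiluminescent substrate. Read-out basis: agonist-driven arrestin binding to APJ. Timing: compound stimulation 90 min at 25 °C, detection 60 min.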
# XBP1 UPR activ: activators of adaptive arm of unfolded protein response (XBP1); CHO-XBP1 luciferase reporter, IRE1-XBP1 UPR activation, luminescence; percent of tunicamycin response, DMSO as zero; activation, % at 20 µM; 330,000 compounds, 0.33% hits; AID 463104;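 active = versus positive control, 20 µM dose yields 30% or more activation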;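 note: 100% = tunicamycin at 10 µg/mL and 0% = DMSO only wells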
#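 incubation = overnight seeding at 37 °C, 6 h compound treatment at 37 °C | assay system = CHO-XBP1 cells stably carrying IRE1-XBP1-driven luciferase reporter | input = 1000 cells per well | detection = luciferase luminescence | dosing = single point, 20 µM final compound, 1% DMSO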
# TIM10 inh: growth inhibitors of TIM10 yeast strain. AID 463195. inhibition, % at 10 µM. S. cerevisiae TIM10 strain growth, BacTiter-Glo luminescence, 24 h. 330,000 compounds, 1.4% hits;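 active = inhibition of 40% or more at the single tested concentration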;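 note: wild-type TIM10 isogenic control strain grown at permissive 25 °C; 0% = DMSO yeast wells and 100% = minimal medium wells without yeast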
# tim10-1 inh: inhibits growth of tim10-1 mutant yeast; S. cerevisiae tim10-1 ts strain growth, BacTiter-Glo, 24 h; inhibition, % at 20 µM; 330,000 compounds, 2.2% hits;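 active = inhibition of at least 40%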;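 note: mutant grown at 25 °C; 0% = DMSO wells with yeast and 100% = wells holding no yeast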
# CHOP UPR activ: activators of apoptotic arm of unfolded protein response (CHOP); CHO-CHOP luciferase reporter, UPR activation, luminescence; percent of tunicamycin response over DMSO baseline; activation, % at 10 µM; 330,000 compounds, 0.34% hits; AID 449763;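 active = at 10 µM dose, activation of 40% or more, normalized to positive control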;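 note: 100% = tunicamycin at 10 µg/mL and 0% = DMSO alone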
#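 measured by = luciferase luminescence | assay system = CHO-CHOP cells, stable luciferase reporter of PERK-eIF2a-CHOP signalling | amount = 500 reporter cells seeded per well | timing = 6 h compound exposure at 37 °C after overnight seeding | controls = positive tunicamycin 10 µg/mL, negative DMSO alone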
# APJ antagonist: blocks the human apelin receptor APJ. inhibition, % at 20 µM. 330,000 compounds, 0.32% hits. CHO-K1 APJ beta-arrestin complementation, luminescence. P35414;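 active = inhibition above about 40% at 20 µM, limit read from the data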;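 note: cells challenged with 10 nM apelin-13 agonist together with compound; plate controls were apelin-13 plus DMSO wells for no effect and DMSO wells lacking apelin-13 for full effect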
# CXCR6 block: inhibitors of human CXCR6 receptor. O00574. CHO-K1 PathHunter CXCR6 beta-arrestin, luminescence. inhibition, % at 20 µM. 360,000 compounds, 0.36% hits; in the data active = inhibition above about 34%, passing the limit was not always enough;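 note: antagonist mode with CXCL16 agonist at 10 nM final; 0% = 10 nM CXCL16 with DMSO and 100% = unstimulated wells without agonist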
# Target sequence (O00574 whole entry, looked up): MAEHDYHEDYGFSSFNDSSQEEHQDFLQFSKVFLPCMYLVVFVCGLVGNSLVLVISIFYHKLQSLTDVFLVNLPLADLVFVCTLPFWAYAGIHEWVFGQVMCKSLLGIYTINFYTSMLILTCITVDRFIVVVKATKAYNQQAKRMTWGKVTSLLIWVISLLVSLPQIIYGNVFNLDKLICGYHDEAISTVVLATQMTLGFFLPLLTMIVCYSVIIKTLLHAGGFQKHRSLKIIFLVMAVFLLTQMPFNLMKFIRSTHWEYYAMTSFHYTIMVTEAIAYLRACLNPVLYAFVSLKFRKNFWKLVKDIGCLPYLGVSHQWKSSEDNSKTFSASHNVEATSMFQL
# The depositor's hits bear a star.
SMILES,tim23-1 inh,Mdm2 MdmX PPI,APJ agonist,XBP1 UPR activ,TIM10 inh,tim10-1 inh,CHOP UPR activ,APJ antagonist,CXCR6 block
COc1ccc(N2CCN(C(=O)CCN3C(=O)c4ccccc4S3(=O)=O)CC2)cc1,43.3,16.9,3.9,-2.6,22.2,36.0,0.3,-10.0,-7.2
CC(C)(C)SCCNC(=O)CN(c1ccc(F)cc1)S(C)(=O)=O,22.9,21.7,-3.1,0.3,2.4,4.9,1.1,0.1,-3.6
O=c1c2ccccc2c(C=Nc2cccc(S(=O)(=O)NCc3ccco3)c2)c(O)n1-c1ccc(Cl)cn1,-10.1,13.1,-0.6,-3.0,-31.5,18.7,-0.9,4.1,-1.4
Cc1nnc(NC(=O)CCC(=O)NCc2ccco2)s1,6.3,0.3,-2.7,-2.1,-8.7,5.7,-2.1,-20.6,-3.5
CSc1ccccc1C(=O)N1CCC(CCC(=O)NC2CC2)CC1,-3.3,10.9,-4.3,-8.6,1.1,11.1,0.3,20.0,-8.3
Cn1c(Cc2ccccc2)nnc1SCC(=O)N1CCCCC1,1.5,-9.4,-2.3,-1.7,-5.1,7.2,2.7,-16.2,-0.3
c1ccc(Cn2nnc3c(NCc4ccc5c(c4)OCO5)nc(C4CC4)nc32)cc1,-18.4,48.3,0.9,-0.2,-11.7,19.0,-0.2,2.4,-11.6
N#C/C(=C\N1CCOCC1)c1ccccc1,14.8,-10.4,4.9,3.1,-31.2,-12.0,1.5,8.6,7.7
O=[N+]([O-])c1ccccc1CNC1CCCc2ccccc21 (stereo not given),-8.8,29.5,-3.4,1.1,2.6,9.2,2.0,6.6,0.0
O=C(c1cccs1)N1CCCC(N2CCN(c3cccc(C(F)(F)F)c3)CC2)C1 (stereo not given),16.0,21.3,-3.0,-2.0,7.4,17.6,-0.3,8.9,7.8
O=C(COC(=O)c1cc(S(=O)(=O)N2CCOCC2)c(Cl)cc1Cl)NCc1ccco1,5.2,19.7,-4.0,-0.7,-0.4,8.3,-0.7,-8.8,-11.1
Nc1nc(COC(=O)C2CCN(C(=O)c3ccc(Cl)cc3)CC2)nc(Nc2ccccc2)n1,18.6,6.7,0.1,-2.0,0.8,4.3,1.1,-1.1,-2.6
CC(=O)/C(=C/c1ccc(N(C)C)cc1)C(=O)c1ccccc1,17.8,-3.1,-3.5,1.3,40.8*,15.2,-0.2,16.0,4.8
O=C(Cn1c(=O)sc2ccccc21)NCc1ccco1,-8.4,-15.0,-0.1,-1.1,13.9,6.4,1.2,5.6,-9.6
COCCNC(=O)c1ccc2c3n(nc2c1)-c1ccc(Cl)cc1CO3,18.4,-51.7,0.6,0.7,14.2,28.1,3.5,1.9,-12.5
CCN(CC)S(=O)(=O)c1ccc(N2CCOCC2)c(NC(=O)c2cnccn2)c1,18.9,6.6,-1.9,-2.0,16.3,13.2,-0.9,2.2,2.4
CC(=O)Nc1c(C(=O)C2CC2)oc2ccccc12,29.8,-30.7,4.9,1.2,18.5,8.7,0.9,-12.4,-1.8
CCC(C)(C)NC(=O)C(c1ccc(OC)cc1)N(Cc1ccc(OC)cc1)C(=O)CCC(=O)Nc1cc(C)on1 (stereo not given),12.1,10.6,-1.5,-0.5,15.0,1.6,-1.2,-3.1,3.4
O=C(O)CCc1ccc(-c2ccc(F)cc2)n1CC1CCCO1 (stereo not given),16.8,-13.4,-4.9,0.9,2.0,15.9,-2.2,-10.6,-3.3
COc1ccc(OC)c(C2C3=C(N=C4SCC(=O)N42)c2ccccc2CC3)c1 (stereo not given),17.9,-1.6,-1.8,-6.8,9.0,25.9,-0.1,-31.5,13.1
Cc1coc2c(C)c3oc(=O)c(CCC(=O)N4C[C@H]5C[C@@H](C4)c4cccc(=O)n4C5)c(C)c3cc12,2.1,-11.9,2.8,0.2,2.0,18.2,0.0,-82.6,-14.5
CCOc1cc(/C=N/NC(=O)c2c(-c3ccccc3)noc2C)ccc1O,6.2,2.8,-5.3,-0.6,12.3,22.2,-0.4,-13.7,9.8
CCC1(c2ccc(Cl)cc2)NC(=S)N(c2ccccc2)N1 (stereo not given),34.0,-49.1,-0.4,-0.4,17.1,14.7,1.4,8.3,1.4
COc1ccc(N(CC(=O)N/N=C/c2cccs2)S(=O)(=O)c2ccc(OC)c(OC)c2)cc1,14.3,-13.1,4.5,-6.9,17.5,11.7,-1.3,-4.7,4.8
Cc1cccc(-n2nc3c([n+]2[O-])CCc2nonc2-3)c1C,14.0,-3.6,-1.6,-2.0,8.0,17.8,-2.7,-1.7,-3.1
# The results go on.
SMILES,tim23-1 inh,Mdm2 MdmX PPI,APJ agonist,XBP1 UPR activ,TIM10 inh,tim10-1 inh,CHOP UPR activ,APJ antagonist,CXCR6 block
CCc1ccc(C(C)NC(=O)COC(=O)c2ccc(-n3cnnn3)cc2)cc1 (stereo not given),-1.1,-3.4,-0.8,-1.8,-5.6,-1.4,0.5,-1.7,6.4
Cc1cccc2sc(NC(=O)C3CCCN(S(=O)(=O)c4cccc5nonc45)C3)nc12 (stereo not given),8.8,20.8,-1.9,-3.9,-9.5,0.6,-0.3,-10.6,0.9
Cc1cccc(CCNC(=O)CCNC(=O)Cn2ccc3ccccc3c2=O)c1,-0.7,-1.6,-2.1,-0.1,0.5,11.8,1.7,-4.0,8.9
CCOC(=O)CC(=O)CSc1nc(-c2cccnc2)ccc1C#N,5.8,4.4,-5.6,2.5,-0.1,10.0,-0.8,-16.9,-10.0
O=C1CSC(c2ccc(Cl)cc2)N1 (stereo not given),17.5,-16.7,-3.8,-2.5,-3.6,8.0,-0.2,17.4,0.0
CCc1c(C)sc(NC(=O)Cc2ccccc2OC)c1C(=O)N1CCOCC1,2.8,16.3,1.1,-5.5,2.8,13.3,-1.1,7.2,2.8
COc1ccc(Br)cc1S(=O)(=O)NCCCN1CCOCC1,-4.1,-7.0,-1.1,-5.3,-4.8,-10.8,0.6,11.9,-12.3
COc1ccc(OC)c(/C=C/C(=O)OCC(=O)NCc2ccco2)c1,28.0,-3.6,0.6,-1.3,10.1,19.4,1.8,15.1,7.2
N#Cc1ccccc1S(=O)(=O)N1CCN(CC(=O)NC(=O)NC2CCCCC2)CC1,-5.4,13.9,-0.8,-4.5,-3.4,-8.8,1.8,19.0,3.5
Cc1ccc2cc(C#N)c(N3CCN(C(=O)c4ccccc4)CC3)nc2c1,34.5,16.8,-4.2,1.1,4.8,6.6,-1.6,3.0,-5.2
Cc1c(C(=O)c2ccc(Cl)c(Cl)c2)cnc2cc3c(cc12)OCO3,5.3,16.7,-4.0,0.8,19.6,33.1,0.3,13.4,3.2
CC(C)c1ccc(NC(=S)NN2CCN(C)CC2)cc1,-9.7,3.7,-1.1,-3.3,2.9,-2.7,-2.2,1.6,-1.2
Cc1cc(C)nc(NC(=O)c2cccc([N+](=O)[O-])c2)c1,33.9,1.8,-2.1,-1.9,22.3,10.2,1.1,-12.3,-1.2
CCOc1ccc(CNC(=O)c2cccc(NC(=O)C3=C(C)OCCS3)c2)cc1,18.8,10.4,5.0,-2.0,-1.8,28.0,0.3,7.4,2.9
Cc1cc(C)cc(NC(=S)NN)c1,25.6,-24.8,2.7,0.1,-5.3,9.5,1.7,-3.8,12.2
O=C(Nc1cccc(S(=O)(=O)NC2=NCCC2)c1)c1ccc(OC(F)F)cc1,-5.5,18.2,-0.1,-2.0,2.5,-6.6,0.2,-6.8,10.6
Cc1nn(C)c(C(=O)Nc2ccc(Br)cc2F)c1Br,-1.1,13.7,0.9,2.4,2.1,2.5,2.5,1.9,4.4
O=C(c1cc2ccccc2oc1=O)N1CCSC1c1ccco1 (stereo not given),14.9,28.7,0.0,-1.3,22.9,17.0,-0.3,9.1,-5.3
COc1ccccc1CN1CC(C(=O)NCCc2cn[nH]c2)CCC1=O (stereo not given),11.8,-21.8,4.4,-4.7,-0.4,6.0,-1.1,18.4,-9.0
O=C(CSc1ccccc1)Nc1ccccc1C(=O)O,-8.5,13.7,-2.4,-0.3,6.0,8.4,0.3,-21.2,-5.1
CCCCN(C(=O)c1cccc(-n2cccc2)c1)c1c(N)n(Cc2ccccc2)c(=O)[nH]c1=O,-9.3,1.8,7.0,-2.3,-4.2,-9.0,2.1,-52.6,-8.5
O=C(CCS(=O)(=O)c1ccccc1)Nc1ccc(N2CCN(Cc3ccccc3)CC2)cc1,13.6,7.3,3.9,7.6,2.9,9.3,-0.6,-1.3,1.1
CC(C)(C)c1nc(SCC(=O)Nc2ccc(N3CCOCC3)cc2)c2ccccc2n1,19.4,15.3,1.4,1.9,-2.0,10.6,0.7,6.9,8.9
CCCCC(CCC(=O)O)(C(=O)OCC)c1csc(Nc2ccc(C)cc2)n1 (stereo not given),15.3,20.5,-3.5,-3.1,23.3,20.1,-1.7,-15.1,-2.0
COc1ccc(NC(=O)c2cc(=O)c3ccccc3o2)cc1Cl,-6.9,52.0*,1.6,-1.8,-31.4,-17.1,-0.8,-7.8,5.4

# Of the compounds above, three have a COOH group.
SMILES,tim23-1 inh,Mdm2 MdmX PPI,APJ agonist,XBP1 UPR activ,TIM10 inh,tim10-1 inh,CHOP UPR activ,APJ antagonist,CXCR6 block
O=C(O)CCc1ccc(-c2ccc(F)cc2)n1CC1CCCO1 (stereo not given),16.8,-13.4,-4.9,0.9,2.0,15.9,-2.2,-10.6,-3.3
O=C(CSc1ccccc1)Nc1ccccc1C(=O)O,-8.5,13.7,-2.4,-0.3,6.0,8.4,0.3,-21.2,-5.1
CCCCC(CCC(=O)O)(C(=O)OCC)c1csc(Nc2ccc(C)cc2)n1 (stereo not given),15.3,20.5,-3.5,-3.1,23.3,20.1,-1.7,-15.1,-2.0

# Going on with the list:
SMILES,tim23-1 inh,Mdm2 MdmX PPI,APJ agonist,XBP1 UPR activ,TIM10 inh,tim10-1 inh,CHOP UPR activ,APJ antagonist,CXCR6 block
N#C/C(=C\c1c(F)cccc1Cl)c1nn(-c2ccccc2)c(-n2cccc2)c1C#N,22.6,11.7,0.0,7.3,28.8,24.9,3.3,6.9,-0.4
Cc1cccc(CN2CCC(C(N)=O)CC2)c1,-12.1,-4.4,-2.9,2.9,-1.0,-11.6,-0.4,-13.0,-5.8
O=C(CN1C(=O)NC2(CCCCC2)C1=O)Oc1ccc2c(C(F)(F)F)cc(=O)oc2c1,27.5,19.4,9.4,2.8,11.6,22.0,1.2,5.1,-4.0
N#CCSc1nc2c(c(C3CC=CCC3)c1C#N)CCC2 (stereo not given),31.0,20.8,-2.2,0.6,5.9,47.2*,-0.9,11.2,2.6
Cc1nn(CC(=O)Nc2ccc(N3CCOCC3)cc2)c(C)c1Cl,-4.8,24.8,6.9,-6.7,4.0,1.3,0.6,3.4,8.5
S=C(Nc1cccnc1)N1CCc2ccccc21,-0.6,21.2,1.0,0.1,8.2,3.3,0.0,7.9,-5.3
Cn1c2c(c(=O)n(C)c1=O)C(c1ccccc1Cl)CC(=O)N2 (stereo not given),1.5,20.6,-1.9,-1.7,-6.9,-9.9,1.3,4.4,8.6
COc1ccccc1-c1ccc(SCc2ccc(C)cc2)nn1,8.0,-20.3,-1.3,1.2,-9.5,3.4,0.8,4.2,-2.2

# Some of the compounds tested (hit frequency here may not be typical).
